# Screens (PubChem BioAssay)
# FEN1 inh: blocks human flap endonuclease 1; P39748; Recombinant FEN1 flap cleavage, fluorescence, 15 min; Potency, µM (highest dose often 114 µM), for inactives: top-dose activity change, negative = inhibition, most hits filed as inhibitors; 390,000 tested, 0.35% active; further: nearly all actives have a fitted effect of over 65% in size
# Target sequence (P39748 whole entry, looked up): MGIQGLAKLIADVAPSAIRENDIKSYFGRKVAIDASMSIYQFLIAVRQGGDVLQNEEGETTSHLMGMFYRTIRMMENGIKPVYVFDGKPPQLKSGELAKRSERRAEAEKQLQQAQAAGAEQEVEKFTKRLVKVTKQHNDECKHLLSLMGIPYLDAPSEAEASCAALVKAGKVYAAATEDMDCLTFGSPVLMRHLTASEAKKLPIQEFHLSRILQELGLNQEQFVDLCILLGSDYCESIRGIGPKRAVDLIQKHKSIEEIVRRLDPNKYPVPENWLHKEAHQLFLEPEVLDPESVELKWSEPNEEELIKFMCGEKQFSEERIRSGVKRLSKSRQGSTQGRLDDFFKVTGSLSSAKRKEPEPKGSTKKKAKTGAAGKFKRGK
#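 Read-out was taken twice, immediately and after 15 min, following addition of 50 nM substrate to 10 nM FEN1 that had sat with test compound for 15 min at room temperature. Curves came from a four-parameter Hill model.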
# TDP1 cell CPT: DT40-hTDP1 cell growth loss with CPT; Potency, µM (titrated, usually from 46.2 µM), without a hit: top-dose activity change, negative = growth inhibition, usual class: inhibitors; AID 686979; 420,000 tested, 12% active; chicken DT40 Tdp1-/-;hTDP1 cells + 20 nM CPT, ATP luminescence, 48 h; further: nearly all actives have a fitted effect of over 55% in size
#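 Cell growth measured by CellTiter-Glo luminescence after a minimum 48 h, 37 C compound exposure with 20 nM CPT in Tdp1-knockout DT40 cells stably expressing hTDP1, seeded 400/well; qHTS titration format.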
# N370S GC mod: inhibits or activates N370S mutant glucocerebrosidase. Potency, µM (top dose mostly 59.4 µM), inactives show top-dose activity change, negative = inhibition, actives largely listed as inhibitors. P04062. 330,000 tested, 0.092% active. N370S GC spleen homogenate, 4MU-glucoside fluorescence;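 further: 0% = full enzyme activity and -100% = no enzyme basal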
# * hit, by the source's call; u = inconclusive; x = no result given; & = joins results of further samples; [ ] = another dose, or the depositor's remark. The call rests on the fitted dose curve; in most records, active means well fitted curve in the direction sought with a large enough effect; inconclusive means small, poorly fitted or top-dose-only effect, or another doubt; inactive means no such curve, though single readings can be large; an effect the other way counts as inactive or inconclusive. Unless noted, on the % scale 0 is the no-effect control and ±100 the full control effect; potency means the concentration at half of the fitted maximal effect. The list is partial; the hit share may differ from the screen's.
# Screens in order – FEN1 inh, TDP1 cell CPT, N370S GC mod
Cn1c(=O)c2c(nc(Br)n2CC(=O)c2cccs2)n(C)c1=O
→ 3%, u, 2%
Cc1ccc(-c2nc3nc(C)cc(C)n3c2Nc2ccc3c(c2)OCCO3)cc1
→ -11%, u, x
COc1ccc(Cn2c(CNC(=O)c3ccc(N(C)C)cc3)nc3cccnc32)cc1
→ 5%, -2%, x
CC(=O)OC1CC2C(C)(C)C(O)CCC2(C)C2CC[C@]3(C)C(=CC(=O)OC3c3ccoc3)C12C (stereo partly specified)
→ x, -21%, 0%
Cc1c(CNCCCc2ccccc2)c(C(=O)O)c(C)n1Cc1cccc(Cl)c1
→ -3%, u, x
C=CCn1c(=O)c2ccccc2n2c(SCc3c(C(=O)OCC)oc4ccccc34)nnc12
→ -4%, u, -11%
CC(C)(C)c1ccc(NC(=O)CC2(C(F)(F)F)OCCO2)cc1
→ 16%, u, 4%
Cc1sc(NC(=O)Cc2ccc3c(c2)OCO3)nc1-c1ccc2c(c1)CCN2C(=O)c1cccc(F)c1
→ -6%, 12µM*, 7%
CCOC(=O)C1CCC(CN(Cc2ccc(OC)cc2)S(=O)(=O)c2ccc(F)c(C(=O)Nc3c(C)cccc3C)c2)CC1 (stereo unspecified)
→ 0%, u, x
CCOC(=O)c1ccccc1NC(=O)CN(c1ccccc1)S(=O)(=O)N(C)C
→ -5%, u, u
Cc1nc2sc(-c3ccccc3)cc2c(=O)n1-n1cccc1
→ -4%, u, 2%
O=C(CC(Nc1ccc(Cl)cc1Cl)C(=O)O)c1ccccc1 (stereo unspecified)
→ -17%, u, 1%
COc1ccccc1OCCNC(=O)C1CC(=O)N(c2cccc(SC)c2)C1 (stereo unspecified)
→ 11%, -20%, -6%
O=C1CN(C(=O)CNCc2ccccc2)c2ccccc2N1
→ 0%, 4%, -2%
CCOc1ccc(NC(=O)C2CCN(S(=O)(=O)c3ccc4c(c3)N(C(C)=O)CCO4)CC2)cc1
→ 0%, u, -5%
COC(=O)CN(c1cc(Cl)ccc1OC)S(=O)(=O)c1ccc(OC)c(OC)c1
→ -7%, u, 5%
COC(=O)C1=C2SCC(=O)N2C(N)=C(C#N)C1
→ -2%, -7%, 0%
Cn1cnnc1SCC(=O)Nc1sccc1C#N
→ -4%, 4%, -2%
COc1ccc(CSc2nc3ccccc3c(=O)n2CCCN2CCOCC2)cc1F
→ 7%, u, 10%
CC(=O)c1ccc(N2CCC(c3cc(-c4ccc(Cl)cc4Cl)n[nH]3)CC2)c([N+](=O)[O-])c1
→ -1%, 4.1µM*, 13%
CCc1nnc(NC(=O)CCC(=O)N2CCN(CCOc3ccc(C)cc3)CC2)s1
→ -10%, -25%, 3%
CCOP(=O)(OCC)/C(C#N)=C/c1ccc([N+](=O)[O-])cc1
→ 3%, -17%, -14%
O=C(NNC(=S)Nc1ccc(Br)cc1)c1ccccc1
→ -13%, u, -3%
Cc1c(C)n(CC(O)CN2CCN(C)CC2)c2ccccc12 (stereo unspecified)
→ -3%, 3%, -2%
CCOC(=O)/C(C#N)=C/Nc1ccccc1OC(F)(F)F
→ -2%, -1%, 12%
CC1=C(C(=O)OCc2ccccc2)C(c2ccccn2)c2c(n(C)c(=O)n(C)c2=O)N1 (stereo unspecified)
→ 1%&7%, 7%&-18%, 3%[2.35 µM]
Cc1ccc(C)c(N2CCN(S(=O)(=O)c3cn(C)c(C)n3)CC2)c1
→ -8%, u, x
Cc1c(NC(=O)COc2ncnc3c(Cl)cc(Cl)cc23)c(=O)n(-c2ccccc2)n1C
→ -4%, -3%, 1%[2.35 µM]
CSc1ccc(CCNC(=O)CCc2c(C)nc3cc(-c4ccccc4)nn3c2C)cc1
→ -1%, -23%, x
Cc1nn(CC(=O)NCc2ccc(OC(C)C)cc2)c(=O)c2c(C)n(-c3ccc(Cl)cc3)nc12
→ -1%, u, x

# Additional records
# Screens in order – FEN1 inh, TDP1 cell CPT, N370S GC mod
CC(=O)NS(=O)(=O)c1ccc(NC(=O)c2ccccc2F)cc1
→ 12%, 2%, 5%
CN(C)c1ccc(C=O)cc1[N+](=O)[O-]
→ -14%, 3%, x
COc1cccc(CNC(=O)C2CCC(CNc3c(N4CCC(C)CC4)c(=O)c3=O)CC2)c1 (stereo unspecified)
→ -13%, -10%, -1%
N#CCC(=O)Nc1sc2c(c1C(N)=O)CCCC2
→ -17%, -19%, 4%
Cc1ccc(Nc2nc(OC(C(F)(F)F)C(F)(F)F)nc(N3CCOCC3)n2)cc1
→ -12%, u, 13%
Cc1cc(C(=O)NCc2cccc(Br)c2)c2c(C)nn(-c3ccccc3)c2n1
→ -10%, -23%, x
Nn1c(SCC(=O)Nc2ccc(F)cc2)nnc1C1CCCCC1
→ -4%, -3%, 2%
O=C(NCc1ccco1)c1ccc(Br)s1
→ -6%, -15%, 6%
Cc1ccccc1NS(=O)(=O)c1cc(C(=O)Nc2cccc([N+](=O)[O-])c2)ccc1C
→ -17%, u, 17%
COc1ccccc1CNC(=O)c1ccc(OCc2c(C)noc2C)c(OC)c1
→ -9%, 4%, -3%
O=C(NCc1cccc(Cl)c1)c1ccc2c(c1)OCO2
→ -5%, -12%, -4%
Cc1ccc(OCC(=O)N(Cc2ccccc2)c2c(N)n(Cc3ccccc3)c(=O)[nH]c2=O)c(C)c1
→ 5%, -2%, 1%
CCc1cccc(C)c1Nc1c(-c2ccc(SC)cc2)nc2sccn12
→ -15%, u, x
COC(=O)c1c(C)cc(OC(C)=O)c(C)c1OC(C)=O
→ -2%, -23%, -4%
CCc1nc(N2CCCC(C)C2)c2oc3ccccc3c2n1 (stereo unspecified)
→ -21%, u, 15%
O=C(Nc1n[nH]c(=S)s1)c1ccco1
→ u, -15%, -22%
CCc1ccc(NC(=O)CSc2ccc3nnc(CCNS(=O)(=O)c4ccc(OC)cc4)n3n2)cc1
→ -5%, -19%, x
CCN1CCN(S(=O)(=O)c2ccc(Cl)c(C(=O)N(C)Cc3cccs3)c2)CC1
→ -8%, u, x
CC(C)C(=O)NC(=S)Nc1ccc(S(=O)(=O)N(C)Cc2ccccc2)cc1
→ 5%, u, -16%
CC(=O)c1c(C)[nH]c(C(=O)COC(=O)c2c(C)noc2C)c1C
→ 15%, u, x
O=C(c1ccncc1)N1CCC2(CCN(Cc3cc(C(F)(F)F)cc(C(F)(F)F)c3)CC2)CC1
→ x, u, -8%
CCOc1cc(C(=S)N2CCOCC2)ccc1OC
→ -19%, -9%, -6%
Cc1[nH]n(-c2ccc(Cl)cc2)c(=O)c1/C=N/n1c(C)nc2ccccc2c1=O
→ -4%, 21µM*, 6%
Cc1cccc(C)c1NC(=O)c1c(O)c2ccccc2[nH]c1=O
→ 6%, 18µM*, u
N#Cc1nnn(-c2cc(Cl)cc(Cl)c2)c1N
→ 12%, -10%, 19%
O=C(CCn1c(=O)c2ccccc2n(Cc2cccc([N+](=O)[O-])c2)c1=O)N1CCc2ccccc2C1
→ -6%, u, u
CS(=O)(=O)N1N=C(c2ccccc2)CC1c1cccs1 (stereo unspecified)
→ -1%, -29%, 28%
O=C(COC(=O)c1ccccc1Br)NC1CCCCCCC1
→ 2%, -22%, x
CCNC(=O)NS(=O)(=O)c1cnccc1Nc1cccc(Cl)c1
→ 9%, 6%, -20%
O=C(COc1ccccc1)Nc1cc(NC(=O)COc2ccccc2)cc(C(=O)O)c1
→ 6%, u, 2%

# 3 entries picked at random from those above, as already listed:
# Screens in order – FEN1 inh, TDP1 cell CPT, N370S GC mod
Cc1nc2sc(-c3ccccc3)cc2c(=O)n1-n1cccc1
→ -4%, u, 2%
Cn1c(=O)c2c(nc(Br)n2CC(=O)c2cccs2)n(C)c1=O
→ 3%, u, 2%
CCOC(=O)/C(C#N)=C/Nc1ccccc1OC(F)(F)F
→ -2%, -1%, 12%

# Following part:
# Screens in order – FEN1 inh, TDP1 cell CPT, N370S GC mod
c1nc(NCC2(N3CCOCC3)CCCCC2)c2ccsc2n1
→ -5%, 12µM*, -5%
Cc1ccc(CNC(=O)C2CCN(S(=O)(=O)c3c(C)noc3/C=C/c3cccs3)CC2)cc1
→ 7%, 21µM*, x
COc1ccc(OC)c(N=c2ssnc2Cl)c1
→ -3%, 12µM*, 8%
Cc1nn(-c2ccccc2)nc1CNC(=O)c1ncoc1-c1ccccc1
→ -7%, -20%, 16%
O=C(O)CCC(=O)Nc1cccc(-c2nnc(-c3ccccc3)o2)c1
→ -2%, 14%, -3%
CCn1c(SCC(=O)Nc2ccc3c(c2)OCCO3)nnc1C1CC1
→ 12%, 6%, -6%
Cc1ccccc1C1=N/C(=C/c2cccs2)C(=O)O1
→ -7%, 4%, 6%
Cc1onc(-c2c(Cl)cccc2Cl)c1C(=O)O/N=C(\C#N)c1ccccc1
→ 3%, -7%, 6%
COC(=O)[C@@]1(Cc2ccc(OC)cc2)[C@H]2c3cc(C(=O)N4CCCC4)n(Cc4ccc(S(C)(=O)=O)cc4)c3C[C@H]2CN1C(=O)c1ccccc1
→ x, u, -8%
O=C1/C(=C/c2ccccn2)COc2ccccc21
→ 0%, 2.1µM*, -25%
O=C(/C=C/c1ccc(F)cc1)NC(=S)NNC(=O)c1cnccn1
→ 7%, 3.7µM*, 6%
CCOC(=O)c1c(S(=O)(=O)NCC(=O)Nc2ccc(F)cc2)c(C)n(C)c1C
→ 18%, 9%, -7%
COc1ccc(C(=O)c2ccccc2)c2c(O)ccc(C(=O)c3ccccc3)c12
→ -2%, u, 5%
COCCNS(=O)(=O)c1ccc2c(c1)n(C)c(=O)n2C
→ -9%, -18%, 6%
Cc1ccc(S(=O)(=O)N2CCOCC2)cc1NC(=O)COC(=O)COc1ccccc1[N+](=O)[O-]
→ -13%, -9%, x
COc1ccc(C(=O)Nc2ccccc2C(=O)Nc2ccc(C(=O)O)cc2)cc1
→ 4%, 2%, 16%
CC(C)(C)C1CCC2(CC1)SCC(=O)N2c1ccccc1 (stereo unspecified)
→ -3%, u, 12%
CSc1ccc(CN2CCC(n3nccc3NC(=O)C3CCOC3)CC2)cc1 (stereo unspecified)
→ 5%, -9%, -3%
COC(=O)c1ccc(/C=N/Nc2nc3ccccc3[nH]2)cc1
→ -2%, u, -16%
O=C(CC1SC(=Nc2ccc(OC(F)F)cc2)N(CCN2CCOCC2)C1=O)Nc1ccccc1 (stereo unspecified)
→ -7%, 16µM*, u
CN(/N=C/c1cccnc1)c1cnn(-c2ccc(F)c(Cl)c2)c(=O)c1Cl
→ 6%, -26%, 14%
O=Nc1c2cc(-c3ccccc3)[nH]nc-2c2ccccc12
→ -19%, 21µM*, 11%
CN=C1S/C(=C\c2ccc(N3CCCC3)c(F)c2)C(=O)N1C
→ -25%, u, 3%
CCOC(=O)CNC(=O)Nc1cc(C(=O)NCc2cccc(F)c2)ccc1N1CCCC1
→ 7%, -5%, x
Cc1cc2nc(-c3ccc(SCc4ccc(C(=O)O)cc4)nc3)[nH]c2cc1C
→ u, u, -2%
Cn1cnnc1SCc1nc(N)nc(Nc2ccccc2)n1
→ 1%, -1%, 8%
c1ccc(C2CC(c3cccs3)n3nnnc3N2)cc1 (stereo unspecified)
→ -1%, -24%, -2%
COc1ccccc1OCC(=O)Nc1ccc(NC(=O)COc2ccccc2OC)cc1
→ 15%, -29%, u
CCOC(=O)c1ccccc1NC(=O)CSc1nnc(COc2ccccc2)n1CC
→ -2%, u, 29%
CCOC(=O)c1c(C)[nH]c(C)c1S(=O)(=O)NCC(=O)Nc1cccc(Cl)c1
→ -4%, u, x

# Record cards (already shown). Values in the order: FEN1 inh, TDP1 cell CPT, N370S GC mod
# Record of CCOC(=O)CNC(=O)Nc1cc(C(=O)NCc2cccc(F)c2)ccc1N1CCCC1 : 7%, -5%, x
# Record of Cc1cc2nc(-c3ccc(SCc4ccc(C(=O)O)cc4)nc3)[nH]c2cc1C : u, u, -2%

# (continued)
# Screens in order – FEN1 inh, TDP1 cell CPT, N370S GC mod
COc1ccccc1NC(=O)CN1C(=O)c2ccccc2Sc2ccc(C(=O)N3CCCC3)cc21
→ -14%, 9%, x
COC(=O)C1CSc2[nH]c(=O)sc2C1c1ccccc1 (stereo unspecified)
→ -12%, -2%, -1%
COc1ccc(CNC(=O)COC(=O)C(CCSC)N2C(=O)c3ccccc3C2=O)cc1 (stereo unspecified)
→ -12%, -2%, x
COc1cccc(N2CCN(C(=O)c3ccc(NC(=O)c4nsc5ccccc45)cc3)CC2)c1
→ -14%, u, x
Cc1cc(/C=C(\C#N)C(=O)Nc2ccc(F)cc2)c(C)n1-c1ccc(N2CCOCC2)c([N+](=O)[O-])c1
→ -5%, 8.2µM*, -4%
CN=C(c1ccco1)n1c(=S)nc(-c2ccco2)n(C)c1=S
→ -13%, u, -2%
O=C(/C=C/c1cc([N+](=O)[O-])ccc1OC(F)F)NCc1ccc(F)cc1
→ -2%, -14%, -5%
CCS(=O)(=O)c1ccc2c(c1)NC(=O)C(CCCl)O2 (stereo unspecified)
→ -1%, -5%, 10%
CN(CC(=O)NC(=O)NCc1ccco1)CC(=O)Nc1ccccc1Cl
→ -10%, 5%, 20%
C=CCCCCCCCCCCCC(O)CC(O)COC(C)=O (stereo unspecified) (tested in a mixture with another compound)
→ x, -19%, -7%
CCOc1ccccc1/C=N/Nc1ccccc1[N+](=O)[O-]
→ 0%, 1%, 1%
